Compound activity from PubChem BioAssay.
DSG3 Ab inh: human desmoglein-3 autoantibody binding inhibition; P32926; DSG3-coupled beads, scFv-anti-DSG3-GFP binding, flow cytometry; active compounds read low; binding (percent of control), % at 10 µM; 0.48% of 310,000 active;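 active = binding more than 3 SD below its plate's average and above zero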;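 note: hits lower antibody fragment binding to DSG3; some compounds called inactive have numbers as strong as hits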
Wnt act: activators of Wnt/beta-catenin signaling; Wnt/beta-catenin reporter cell assay, activator, plate reader; 1.2% of 300,000 active; activation, % at 9.35 µM; AID 743398; in the data active = activation above about 30%, passing the limit was not always enough;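 note: 0% = neutral control wells and 100% = positive control wells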
Keap1-Nrf2 PPI: disrupts human Keap1 binding to Nrf2 peptide | 0.15% of 340,000 active | Keap1 Kelch-Nrf2 peptide fluorescence polarization, 1536-well | inhibition, % at 9.4 µM | AID 504523; in the data active = inhibition above about 12%;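 note: human Keap1 Kelch domain with fluorescein labeled Nrf2 9mer peptide probe; 0% = neutral control wells and 100% = peptide positive control; higher means more block of Keap1 binding to Nrf2 peptide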
Target sequence (Q14145 whole entry, looked up, the tested form may be a part): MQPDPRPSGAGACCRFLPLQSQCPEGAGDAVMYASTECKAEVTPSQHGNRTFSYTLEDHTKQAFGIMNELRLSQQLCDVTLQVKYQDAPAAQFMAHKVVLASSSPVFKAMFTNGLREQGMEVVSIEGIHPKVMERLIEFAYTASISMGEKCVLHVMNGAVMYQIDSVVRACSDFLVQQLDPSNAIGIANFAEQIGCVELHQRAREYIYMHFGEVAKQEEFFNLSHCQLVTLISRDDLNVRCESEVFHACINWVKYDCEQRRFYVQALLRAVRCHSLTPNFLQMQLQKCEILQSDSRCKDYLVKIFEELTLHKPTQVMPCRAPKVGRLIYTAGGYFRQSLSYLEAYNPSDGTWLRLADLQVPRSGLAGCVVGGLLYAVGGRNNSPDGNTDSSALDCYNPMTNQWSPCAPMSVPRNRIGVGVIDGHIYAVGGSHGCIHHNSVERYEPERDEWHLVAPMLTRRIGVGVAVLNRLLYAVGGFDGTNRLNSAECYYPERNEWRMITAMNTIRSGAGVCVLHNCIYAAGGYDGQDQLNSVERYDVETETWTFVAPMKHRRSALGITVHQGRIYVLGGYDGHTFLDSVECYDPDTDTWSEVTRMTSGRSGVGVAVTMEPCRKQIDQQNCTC
LANA DNA inh: inhibitors of KSHV LANA C-terminal domain DNA binding. MBP-C-LANA/FAM-LBS DNA binding, fluorescence polarization. inhibition, % at 9 µM. 0.078% of 340,000 active. AID 504423;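 active = highest replicate inhibition at or above 60% at 9 µM, even if other replicates fall short; inactive = all replicates below 60% inhibition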;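 note: 0% = neutral control wells and 100% = 4 µM acridine orange control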
Cardiac RTF inh: cardiac RTF calcium desensitization; P19429+P45379; IANBD-labeled cardiac RTF, Ca2+ fluorescence; inhibition, % at 7.15 µM; 0.12% of 340,000 active;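 active = inhibition above the mean inhibition of all tested compounds plus 3 SD, cut at about 17% in these data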;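 note: assay run at fixed EC70 calcium of 1.6 mM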
MOR-DOR inv ag: mu-delta opioid heterodimer inverse agonism | inhibition, % at 9.3 µM | AID 504357 | cell-based MOR-DOR heterodimer luminescence | 0.21% of 340,000 active; in the data active = inhibition above about 22%, passing the limit was not always enough;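 note: 0% = cells with DMSO and 100% = wells without cells with DMSO; values of inactives mirror those of a sister screen read the other way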
RTF Ca sens act: increases calcium sensitivity of human cardiac regulated thin filaments; 0.24% of 340,000 active; IANBD-labeled TnC RTF fluorescence at EC20 calcium; 0% EC20 calcium, 100% full calcium; activation, % at 7.2 µM; P19429+P45379; AID 493008;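 active = activation above the mean over all tested compounds plus 3 SD, cut at about 30% in these data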;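 note: rise in fluorescence read as greater calcium sensitivity of cardiac thin filaments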
V-ATPase pHluor: alters yeast V-ATPase proton transport. response, % at 10 µM. AID 504577. 0.37% of 350,000 active. S. cerevisiae, pHLuorin cytosolic pH fluorescence; in the data active = response mostly above about 7.3%, no sharp cut-off; inactive = mostly below about 5.4%; note: actives read high; inactives centre near 0; some compounds called inactive have numbers as strong as hits; reference of the scale not given here
Arrestin-AP2 inh: inhibitors of human beta-arrestin and AP2 interaction. inhibition, % at 10 µM. 0.31% of 340,000 active. FITC-arrestin peptide / GST-AP2 beads, flow cytometry; AP2 beta2 appendage carries R879A mutation;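 active = inhibition above a set limit, near 3 SD of compounds lacking own fluorescence, cut at about 54% in these data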;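 note: plate controls were DMSO wells for no effect and 5 µM unlabelled arrestin peptide for full effect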
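Assay system: GST-AP2 R879A bound to glutathione beads, E. coli-expressed; Medium: PBS with 0.05% Tween 20 and 0.1% BSA; Also added: fluorescein-tagged arrestin peptide at 50 nM final; Timing: 12 min plus 1 h, RT; Measured by: flow cytometry, FL1 (488/535 nm); Evaluation: percent drop in bead-associated FITC signal.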
MOR-DOR ag: OPRM1-OPRD1 heterodimerization agonism. P35372+P41143. cells, luminescence. activation, % at 9.3 µM. 0.3% of 340,000 active; in the data active = activation above about 18%;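 note: 0% = vehicle-treated cells and 100% = reference agonist; values of inactives mirror those of a sister screen read the other way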
The depositor's hits bear a star; x = not tested or not shown.

SMILES	DSG3 Ab inh	Wnt act	Keap1-Nrf2 PPI	LANA DNA inh	Cardiac RTF inh	MOR-DOR inv ag	RTF Ca sens act	V-ATPase pHluor	Arrestin-AP2 inh	MOR-DOR ag
CCc1c(C)sc(NC(=O)c2ccccc2[N+](=O)[O-])c1C(N)=O	101	-2	-7	2.1	-3	22	-5	2	0	-3.6
ON(CCc1ccccn1)CCc1ccccn1	95	x	8	9.9	-12	7	0	0	0	-1.3
O=C(CCN1C(=O)C2CCCCC2C1=O)Nc1ccc(F)c(F)c1F (centres undefined)	111	-3	-3	0.5	-6	-4	6	-1	4	0.8
CSc1ncccc1C(=O)N1CCCC(Nc2ccc(C)c(C)c2)C1 (centres undefined)	102	-1	-5	-0.2	-2	15	-6	2	-3	-2.9
CC(=O)c1c(C)[nH]c(C(=O)COC(=O)CCNS(=O)(=O)c2ccc(C)c(C)c2)c1C	103	-1	3	-3.1	-10	-6	5	-3	4	1.6
CCCn1c(N)c(C(=O)CSc2nnc(Cc3ccccc3)o2)c(=O)n(C)c1=O	98	x	2	-0.3	-9	1	-6	0	-6	-0.2
CCO[C@H]1OC(C(=O)NCc2nc3ccccc3[nH]2)=C[C@@H](C)[C@@H]1CCCO	102	-5	-2	-1.4	-12	8	-1	0	27	-1.6
O=C(N=Nc1c(O)n(Cc2ccccc2)c2ccccc12)c1cc2ccccc2cc1O	96	-1	-2	3.3	3	6	-1	-2	0	-0.9
O=C(CC1C(=O)NCCN1CC(c1ccccc1)c1ccccc1)NCCc1cn[nH]c1 (centres undefined)	105	-1	0	0.8	-8	5	0	2	40	-0.9
COc1ccc(S(=O)(=O)N2CCN(C(=O)c3oc4ccccc4c3C)CC2)cc1	113	-3	-2	2.0	1	-1	0	5	-6	0.2
Cc1c(Br)c(=O)oc2c(Br)c(O)c(O)cc12	81	-2	0	16	-7	-9	-16	0	13	1.3
C/C(=N\NC(=O)Cc1csc(N2CCOCC2)n1)c1ccccc1	96	x	-7	1.2	5	12	-5	-3	-1	-2.4
C#Cc1ccc([C@@H]2C=C(C(=O)N3CCOCC3)O[C@H](OCC)[C@H]2CCCO)cc1	103	-2	-6	-1.5	4	10	-1	0	1	-1.6
COc1cc(C=C2C(=O)c3ccccc3C2=O)cc(OC)c1	x	2	4	0.9	-6	-11	-5	-6	5	2.3
CC1C(=O)N2CCCc3cc(NC(=O)c4ccccc4C(F)(F)F)cc1c32 (centres undefined)	100	-2	-3	-1.3	-27	11	-4	-3	-15	-1.7
COc1cccc(Oc2ccc(C(F)(F)F)cc2NC(=O)c2cccc(F)c2)c1	97	x	-2	0.4	-1	-31	4	4	-6	5.2
CC(C)(C)NS(=O)(=O)c1ccc(CCC(=O)Nc2ccc3c(c2)OCO3)cc1	-0.5*	x	0	0.3	-11	-8	3	3	2	1.5
CCOn1c(=O)c(-c2ccc(F)cc2)[n+]([O-])c2ccccc21	110	-4	-6	0.4	-7	8	2	4	0	-1.7
CC1CCC2(CC1)NC(=O)N(CC(=O)Nc1ccc(F)cc1)C2=O (centres undefined)	101	4	4	0.6	5	10	-9	-2	14	-1.9
Cc1cccc(NC(=O)CN2CCN(C(=O)C3CCN(C(=O)/C=C/c4ccccc4)CC3)CC2)c1C	x	2	-5	-0.7	-8	10	2	-2	-10	-2.8
O=C(CN(c1ccc(Cl)c(C(F)(F)F)c1)S(=O)(=O)c1ccccc1)N1CCOCC1	96	x	-8	2.0	-14	0	6	5	4	-0.1
Cc1c(NC(=O)c2cnn3c2NC(c2ccc(Br)cc2)CC3C(F)(F)F)c(=O)n(-c2ccccc2)n1C (centres undefined)	102	-1	-2	-2.1	1	8	-3	1	4	-1.4
Cc1nn(-c2ccc(N3CCCCC3)nn2)c(C)c1CCC(=O)Nc1cccc(F)c1	114	19	-6	4.0	-3	9	-3	0	-10	-1.7
Cc1ccc(C2(C)NC(=O)N(CC(=O)Nc3ccc(N4CCOCC4)cc3N3CCOCC3)C2=O)cc1 (centres undefined)	110	0	1	1.9	-1	7	7	-9	21	-1.3
Cc1csc(SCc2nnc(-c3ccccc3Br)o2)n1	98	x	-1	-1.1	-1	3	-2	x	5	-0.5

Random excerpt: 4 entries already listed, in no set order.
SMILES	DSG3 Ab inh	Wnt act	Keap1-Nrf2 PPI	LANA DNA inh	Cardiac RTF inh	MOR-DOR inv ag	RTF Ca sens act	V-ATPase pHluor	Arrestin-AP2 inh	MOR-DOR ag
C/C(=N\NC(=O)Cc1csc(N2CCOCC2)n1)c1ccccc1	96	x	-7	1.2	5	12	-5	-3	-1	-2.4
CCOn1c(=O)c(-c2ccc(F)cc2)[n+]([O-])c2ccccc21	110	-4	-6	0.4	-7	8	2	4	0	-1.7
Cc1cccc(NC(=O)CN2CCN(C(=O)C3CCN(C(=O)/C=C/c4ccccc4)CC3)CC2)c1C	x	2	-5	-0.7	-8	10	2	-2	-10	-2.8
CCc1c(C)sc(NC(=O)c2ccccc2[N+](=O)[O-])c1C(N)=O	101	-2	-7	2.1	-3	22	-5	2	0	-3.6

Entries listed so far shown as hits in DSG3 Ab inh:
smiles	DSG3 Ab inh	Wnt act	Keap1-Nrf2 PPI	LANA DNA inh	MOR-DOR inv ag	RTF Ca sens act	V-ATPase pHluor	Arrestin-AP2 inh	MOR-DOR ag
CC(C)(C)NS(=O)(=O)c1ccc(CCC(=O)Nc2ccc3c(c2)OCO3)cc1	-0.5*	x	0	0.3	-8	3	3	2	1.5

(listing goes on)
SMILES	DSG3 Ab inh	Wnt act	Keap1-Nrf2 PPI	LANA DNA inh	Cardiac RTF inh	MOR-DOR inv ag	RTF Ca sens act	V-ATPase pHluor	Arrestin-AP2 inh	MOR-DOR ag
O=C(C1CCN(c2nnc(-n3cccc3)s2)CC1)N1CCCCC1	102	4	-4	-0.5	-1	11	-4	6	-4	-2.2
CN1CCN(CCCNC(=O)c2ccc3c(=O)n(CCc4ccccc4)c(=O)[nH]c3c2)CC1	124	-2	-3	-0.6	3	-9	1	-3	-16	1.1
CN(C)c1nc(SCC#N)nc(N2CCOCC2)n1	109	x	-5	-0.1	11	12	2	-8	6	-2.1
COc1ccsc1NC(=O)OCc1ccc(Cl)cc1	101	3	-1	-2.1	2	4	-1	2	34	-0.8
N#Cc1cccc2cnccc12	102	x	-2	0.0	-8	21	-1	-1	-7	-4.2
CCOC(=O)C1C(=O)C=C(c2ccc(Br)cc2)CC1c1ccco1 (centres undefined)	x	-2	-1	0.4	0	-8	0	0	18	1.5
CC(C)(C)OC(=O)NCCCCCNC(=O)c1[nH]cnc1C(=O)Nc1nccs1	101	-2	0	0.8	-5	15	5	0	7	-2.6
CCOC(=O)/C=C/C(=O)Nc1ccc(S(=O)(=O)Nc2c(C)cc(C)cc2C)cc1	99	-3	6	0.5	-4	-61	-7	-2	2	8.4
CC(C)c1ccccc1NC(=O)C1CN(S(=O)(=O)c2ccccc2)CCN1S(=O)(=O)c1ccccc1 (centres undefined)	81	-6	0	-0.1	-9	1	-2	2	13	-0.1
COc1ccccc1OCCNC(=O)c1cccc(S(=O)(=O)NCc2ccccc2)c1	103	-2	2	-1.7	-8	12	-1	0	27	-3.2
O=C(c1ccc(Oc2cc(Cl)cc(Cl)c2)o1)N1CCCCC1	106	0	-6	1.4	10	-17	7	1	2	3.1
COc1ccc(OC)c(Nc2nc(-c3sc(C)nc3C)cs2)c1	x	-5	-3	0.5	-2	11	0	2	-3	-1.8
CCCN1CCN(C(=O)Cn2cnc3sc(C)c(S(=O)(=O)N4CCC(C)CC4)c3c2=O)CC1	106	-7	0	-0.8	3	8	-7	-3	21	-1.6
COc1ccc(C2=NOC(CNC(=S)N3CCOCC3)C2)cc1 (centres undefined)	101	12	-7	-0.5	-13	3	2	-1	21	-0.5
CCc1ccccc1N1CC23C=CC(O2)C(C(=O)OCC(C)C)C3C1=O (centres undefined)	108	1	-3	0.1	-3	6	-4	-1	-9	-1.1
Cc1cccc(OC(=O)c2cccnc2)c1C	119	-1	-2	-0.9	-6	14	2	-4	-11	-2.7
O=C(c1ccccc1Cl)N1CCNCC1	118	x	0	0.1	-16	8	-3	-3	-5	-1.8
OC(CN1CCOCC1)C12CC3CC(CC(C3)C1)C2 (centres undefined)	100	-3	-8	0.3	-2	4	-4	2	2	-0.8
COc1ccc(OC)c(C2Nc3ccccc3NC3=C2C(=O)CC(C)(C)C3)c1 (centres undefined)	114	1	0	1.5	-3	11	-2	-2	4	-2.3
CCN1CCN(c2ccc(S(=O)(=O)N3CCOCC3)cc2NC(=O)/C=C/c2cccc(OC)c2OC)CC1	100	-1	-6	0.5	-2	1	-1	1	24	-0.2
Cc1nc(S(=O)(=O)N(C)Cc2ccccc2)c(C#N)c(C)c1Cl	51	-2	1	-6.8	-5	3	-1	-1	34	-0.5
COc1ccc(NC(=O)c2cccs2)cc1	97	x	-2	-1.4	2	1	4	21*	20	-0.2
Cc1cn(C(=O)C(C)N2C(=O)c3ccccc3C2=O)c(C)n1 (centres undefined)	99	0	-1	0.9	-11	-1	8	1	-3	0.1
Cc1cc(C(=O)COc2nncc3ccccc23)c(C)n1C	102	x	-2	-0.7	-11	5	3	0	6	-1.0
COc1ccc(Cl)cc1C(=O)NNC(=O)COC(=O)c1ccc(Br)o1	93	-5	-3	2.6	-1	-14	4	2	12	2.9
CCOC(=O)C1(CCOC)CCN(C(=O)c2sccc2C)CC1	90	1	-5	0.6	-6	17	-2	3	29	-3.3
CC(C(=O)N1CCN(C2c3ccccc3-c3ccccc32)CC1)N1C(=O)c2ccccc2C1=O (centres undefined)	102	27	-3	3.0	-9	-40	-5	-2	-2	6.0
O=C(/C=N/NC(=O)c1ccc(Cl)cc1Cl)c1ccccc1	98	49*	-2	23	-7	-34	-4	8	-10	6.2
COc1ccc(-c2n[nH]c(=S)n2/N=C/c2cccn2C)cc1	107	0	-8	x	0	1	7	-1	1	-0.2
CC(=O)Nc1ccc(N(C(=O)c2ccco2)C(C(=O)NC2CCCC2)c2ccc(N3CCOCC3)cc2)cc1 (centres undefined)	94	0	1	1.7	8	21	4	-1	34	-4.3

In another format: results already given.
Second line of a record: DSG3 Ab inh | Wnt act | Keap1-Nrf2 PPI | LANA DNA inh | Cardiac RTF inh | MOR-DOR inv ag | RTF Ca sens act | V-ATPase pHluor | Arrestin-AP2 inh | MOR-DOR ag
- Cc1cccc(OC(=O)c2cccnc2)c1C
  119 | -1 | -2 | -0.9 | -6 | 14 | 2 | -4 | -11 | -2.7
- CN1CCN(CCCNC(=O)c2ccc3c(=O)n(CCc4ccccc4)c(=O)[nH]c3c2)CC1
  124 | -2 | -3 | -0.6 | 3 | -9 | 1 | -3 | -16 | 1.1

Filtered by structure: the entries above containing a tert-butyl group
SMILES	DSG3 Ab inh	Wnt act	Keap1-Nrf2 PPI	LANA DNA inh	Cardiac RTF inh	MOR-DOR inv ag	RTF Ca sens act	V-ATPase pHluor	Arrestin-AP2 inh	MOR-DOR ag
CC(C)(C)NS(=O)(=O)c1ccc(CCC(=O)Nc2ccc3c(c2)OCO3)cc1	-0.5*	x	0	0.3	-11	-8	3	3	2	1.5
CC(C)(C)OC(=O)NCCCCCNC(=O)c1[nH]cnc1C(=O)Nc1nccs1	101	-2	0	0.8	-5	15	5	0	7	-2.6
